Assay outcomes as filed in PubChem.
TRPV1 agonist – human TRPV1 agonism. Q8NER1. TRPV1-expressing cells, Fluo-8 calcium influx, agonist mode. activation, % at 8.33 µM. 0.19% of 320,000 active; in the data active = activation above about 80%; inconclusive = between about 30% and that limit; also: 0% is about no effect
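Fluo-8 calcium influx in TRPV1-expressing cells, kinetic read (ex 480/em 520 nm). Compound added and read 3 min for agonist activity, followed by capsaicin at EC20 final and 2 min further read for enhancement.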
ELG1 DNA repair – blocks ELG1-dependent DNA repair in HEK293T cells. Potency, µM (doses to about 46.1 µM), without a hit: at the top dose activity change, negative = inhibition, hits mostly inhibitors. AID 504467. 2.3% of 330,000 active. HEK293T ELG1-luciferase reporter, luminescence, 16 h; DNA damage induced by 5-fluorouridine; also: potency is read from the fitted curve at half-maximal effect; % is scaled to controls: 0 for no effect and ±100 for the full control effect; nearly all actives have a fitted effect of over 55% in size
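DMSO vehicle served as the neutral condition. Each well held 2,000 cells given 5-fluorouridine plus compound; after 16 hr at 37 °C/5% CO2, ONE-Glo was added and luciferase measured 30 min later.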
BRCA1 expr up – increases BRCA1 expression; 1.1% of 380,000 active; AID 624202; MCF7-BRCA1-FFLuc reporter, luminescence, 48 h; response scale: scaled: vehicle 0%, 10 µM genistein 100%; Potency, µM (titrated, usually from 46.1 µM), for inactives: at the top dose activation, usual class: activators; also: potency is read from the fitted curve at half-maximal effect; nearly all actives have a fitted effect of over 80% in size; some results filed as inactive show a strong effect at the top dose
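Reporter cells (MCF7, BRCA1 promoter-firefly luciferase) received library compounds across a concentration series for 48 h. End-point luminescence was measured and concentration-effect curves derived after normalization.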
Integrin act MD – integrin-mediated muscular dystrophy alleviation activation; alpha7betagal myoblasts, beta-gal FDG fluorescence, 48 h; Potency, µM (highest dose often 38.3 µM), inactives show at the highest dose activation, usual class: activators; 0.064% of 350,000 active;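 also: potency is read from the fitted curve at half-maximal effect; 100% = response of the positive control SU9516; nearly all actives have a fitted effect of over 60% in size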
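Alpha7betagal+/- myoblasts (passage 13) were plated 16-24 hr, then exposed to compounds (1:260 dilution of DMSO stock) for 48 hours at 37C. After MPER lysis, β-galactosidase reporter activity was read as FDG fluorescence (ex 480/em 540) after 30 minutes.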
p53 reactivation – re-activators of mutant p53; H1299 p53-A138V BP100-luciferase reporter, luminescence, 24 h; Potency, µM (top dose mostly 92.2 µM), for inactives: at the highest dose activity change, positive = activation, most hits filed as activators; 0.063% of 320,000 active; also: potency is read from the fitted curve at half-maximal effect; % of control where 0% means no effect; nearly all actives have a fitted effect of over 45% in size
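H1299 (p53-null), stable ts p53-A138V + BP100-Luc; 1000 cells/well, Opti-MEM/10% FBS; cpd 4 pt, 1:5; 24 h, 37 deg C, 5% CO2; detection reagent 10 min RT; luminescence.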
TCR act – activates T cell receptor signaling. Potency, µM (titrated, usually from 9.22 µM), without a hit: at the highest dose activation of IL-2 secretion, actives largely listed as activators. primary human leukocytes, anti-CD3, IL-2 HTRF, 48 h. 330,000 tested, under 10 active. AID 504894; also: % of control where 0% means no effect
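IL-2 produced over 48 hr by a-CD3 bead-stimulated primary human leukocytes exposed to compounds was detected with a homogeneous time-resolved FRET immunoassay, 665nm acceptor signal after 320nm excitation.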
CXXC DNA block – inhibitors of human MLL CXXC domain-DNA interaction; Q03164; MLL-CXXC / FITC-HOXA9 DNA fluorescence polarization; Potency, µM (top dose mostly 115 µM), for inactives: top-dose activity change, negative = inhibition, most hits filed as inhibitors; 0.037% of 290,000 active; AID 2662; active = well fitted inhibition curve with a large enough effect in the polarisation, with a control signal flat, not every such curve was filed as active; inconclusive = small, poorly fitted or top-dose-only effect, or effect the other way, or a change in a side signal; inactive = no such curve, though single readings can be large or run the other way; the % refers to the polarisation; also: potency is read from the fitted curve at half-maximal effect
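Steps: dispense CXXC domain solution (7 uM) → pin compounds or unlabeled HOX-A9 DNA control → 5 min ambient → add FLSN-HOX-A9 solution (50 nM) → spin → 30 min ambient → fluorescence polarization. Tris pH 7.5/NaCl/DTT/BSA buffer.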
B2AR arrestin – recruits beta-arrestin to the human beta2-adrenergic receptor | P07550 | beta-arrestin recruitment to beta2AR, cell-based reporter | Potency, µM (series often up to 46.1 µM), without a hit: top-dose activation, actives largely listed as activators | 0.02% of 330,000 active;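 also: potency is read from the fitted curve at half-maximal effect; 0% = DMSO controls and full agonism = EC100 isoproterenol or metaproterenol; nearly all actives have a fitted effect of over 65% in size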
Target sequence (P07550 whole entry, looked up): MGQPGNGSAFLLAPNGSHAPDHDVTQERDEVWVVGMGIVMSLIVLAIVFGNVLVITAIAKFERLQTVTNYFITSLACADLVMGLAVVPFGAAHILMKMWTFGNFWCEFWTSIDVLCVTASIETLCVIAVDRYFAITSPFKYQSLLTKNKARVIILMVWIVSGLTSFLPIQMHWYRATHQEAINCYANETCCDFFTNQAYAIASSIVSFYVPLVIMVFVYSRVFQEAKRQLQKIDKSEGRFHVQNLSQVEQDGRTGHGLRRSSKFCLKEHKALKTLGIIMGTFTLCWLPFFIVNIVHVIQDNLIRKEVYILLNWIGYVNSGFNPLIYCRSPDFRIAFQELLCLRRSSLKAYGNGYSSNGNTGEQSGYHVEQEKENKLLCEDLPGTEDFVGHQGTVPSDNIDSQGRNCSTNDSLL
A-T KAP1 phos – potential ataxia-telangiectasia treatment | […] A-T fibroblasts, KAP-1 phosphorylation AlphaLISA; neocarzinostatin DNA damage 30 min before lysis | Potency, µM (series often up to 57.5 µM), without a hit: at the highest dose activation, most hits filed as activators | 0.19% of 320,000 active | AID 485349; also: potency is read from the fitted curve at half-maximal effect; % of control where 0% means no effect; nearly all actives have a fitted effect of over 45% in size
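hTERT-immortalized A-T patient fibroblasts ([…]), 500 cells/well in OPTI-MEM, 1% FBS, got compounds for 60 min, then NCS for 30 min at 37C. Lysates were then assayed for phospho-KAP-1 by AlphaLISA (anti-pKAP1 donor, anti-KAP1 acceptor beads), 6 hr at 25C.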
TSG101-PTAP inh – blocks PTAP/TSG101 interaction to inhibit HIV-1 budding. Potency, µM (highest dose often 115 µM), for the others: at the highest dose activity change, negative = inhibition, usual class: inhibitors. Q99816. AID 493005. 340,000 tested, under 10 active. Fluorescence polarization, FITC-PTAP peptide / Tsg101 binding; active = well fitted inhibition curve with a large enough effect in the main read-out, with a control signal flat, not every such curve was filed as active; inconclusive = small, poorly fitted or top-dose-only effect, or effect the other way, or a change in a side signal; inactive = no such curve, though single readings can be large or run the other way; also: potency is read from the fitted curve at half-maximal effect; % of control where 0% means no effect
Target sequence (Q99816 whole entry, looked up): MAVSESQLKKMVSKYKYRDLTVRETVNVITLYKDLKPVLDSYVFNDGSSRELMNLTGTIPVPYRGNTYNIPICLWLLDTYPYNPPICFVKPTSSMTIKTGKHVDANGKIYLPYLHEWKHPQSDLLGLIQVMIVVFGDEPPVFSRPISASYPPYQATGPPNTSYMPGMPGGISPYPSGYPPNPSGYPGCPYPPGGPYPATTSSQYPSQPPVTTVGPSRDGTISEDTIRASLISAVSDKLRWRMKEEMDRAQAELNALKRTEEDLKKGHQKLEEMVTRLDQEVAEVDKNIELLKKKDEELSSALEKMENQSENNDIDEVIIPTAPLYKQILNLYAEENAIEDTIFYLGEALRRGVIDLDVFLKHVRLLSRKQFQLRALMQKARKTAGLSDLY
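Steps: Tsg101 binding domain dispensed (10 uM final), compounds pinned in DMSO, FITC-labeled PTAP-motif peptide added (50 nM final); after 20 min binding at room temperature, polarization measured.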
Starred values were filed as active, the others as inactive; ? = inconclusive; / = not tested or not shown; & = joins results of further samples; [ ] = remark or other dose. Unless noted, calls follow the shape of the dose curve; as a rule, active = well fitted curve in the direction sought with a large enough effect; inconclusive = small, poorly fitted or top-dose-only effect, or another doubt; inactive = no such curve, though single readings can be large; an effect the other way counts as inactive or inconclusive. A portion of the library (hit frequency here may not be typical).

SMILES	TRPV1 agonist	ELG1 DNA repair	BRCA1 expr up	Integrin act MD	p53 reactivation	TCR act	CXXC DNA block	B2AR arrestin	A-T KAP1 phos	TSG101-PTAP inh
COC(=O)c1c(C)n(Cc2ccco2)c2ccc(O)cc12	-4	-24%	-28%	19%	-1%	14%	4%	0.3%	3%	-9%
O=C(c1ccc2c(c1)N(Cc1ccccc1)CCS2)N1CCC2(CC1)OCCO2	?	13%	-29%	-4%	-2%	-13%	-5%	0.4%	21%	-3%
C=CCN(c1ccc(C(=O)N(CC)CC)cc1)S(C)(=O)=O	0	-4%	-11%	5%	3%	3%[46.1 µM]	8%	-0.3%	5%	3%
N#Cc1ccccc1NC(=O)CN1CC=C(c2ccccc2)CC1	12	?	-1%	-16%	9%	-1%	?	-0.4%	9%	-1%
CCN(CC)CCCN=Cc1c(O)n(CCc2ccc(OC)c(OC)c2)c(=O)[nH]c1=O	-1	8%	0%	0%	6%	3%	0%	-0.4%	11%	2%
CCOP(=O)(OCC)C(NC(=O)c1cccc2ccccc12)C(Cl)(Cl)Cl (stereo unspecified)	-3	13%	-15%	-1%	-12%	-2%[46.1 µM]	-5%	0.3%	12%	-2%
CCC(=NCCO)c1c(O)n(-c2ccc(Cl)cc2)c(=O)[nH]c1=O	1	2%	-2%	-22%	7%	-4%	3%	-0.9%	4%	-3%
c1ccc(OCc2ccc(CCCN3CCOCC3)cc2)cc1	0	?	47%	10%	?	-9%	27%&15%	-0.3%	2%	/
Cc1ccc(N2C(=O)NC(=O)/C(=C/c3ccc(OC(=O)c4cccs4)cc3)C2=O)cc1	-1	6%	8%	-1%	2%	-4%	-10%	0.0%	-1%	-7%
O=C(CN1C(=O)CN=C(c2ccccc2)c2ccccc21)NCc1ccco1	-8	?	-1%	-18%	13%	-2%	-11%	-0.1%	/	-2%
Nc1ccc(S(=O)(=O)N2CC3CC(C2)c2cccc(=O)n2C3)cc1 (stereo unspecified)	-2	12%	0%	6%	-3%	10%	-1%	-0.5%	0%	2%
N#CC(C#N)=Cc1ccc(C=C(C#N)C#N)cc1	-6	-12%	-30%	-19%	-10%	-3%	-5%	0.4%	-4%	-4%
CCC1(CC)C(=O)NC(=O)N(c2ccccc2)C1=O	/	/	-5%	-13%	/	-1%	/	/	/	-6%
O=C1CCCN1CC#CCN1CCCC1	4	32%	-5%&9%	/	4%	6%	-8%&1%	-0.2%	4%	-3%
O=c1[nH]c(=O)n(CC2CCCO2)c(O)c1/C=C1\C=Nc2ccccc21 (stereo unspecified)	3&0	?	-32%&-3%	14%&-7%	-2%&-3%	1%	0%&5%	-0.1%&-2.0%	-2%&-1%	-4%&2%
N=Cc1c(O)n(-c2cccc(Cl)c2)c(=O)[nH]c1=O	-1	1%	-6%	7%	0%	6%	3%	-0.2%	-3%	-8%
Fc1ccc(Cn2nnnc2C(c2ccc(F)cc2)N2CC=C(c3ccc(F)cc3)CC2)cc1 (stereo unspecified)	-1	-1%	10%	2%	0%	3%[46.1 µM]	6%	-0.7%	-3%	-3%
COc1ccc(F)cc1C(=O)C1CCCN(Cc2ccc(O)cc2)C1 (stereo unspecified)	6	2%	4%	-29%	?	/	-4%	4.8%	-1%	-1%
CC1(C)CSC(Nc2ccc(F)c(Cl)c2)=N1	0	?	71%	-14%	5%	5%	9%	0.0%	-9%	-5%
Cc1cccc(CCNCc2cc3cc(C)cc(C)c3[nH]c2=O)c1	-8	-25%	-27%	-27%	4%	1%	0%	-0.1%	5%	-3%
CC12C=CC(=O)CC1CCC1C2CCC2(C)C(O)C(O)CC12 (stereo unspecified)	/	/	-12%	-49%[inhibitor]	/	3%	/	/	/	-5%
COC(=O)C1=C(c2ccccc2)C[C@@H]2CC[C@H]1N2C(=O)NCCO	/	/	-5%	0%	/	0%	/	/	/	0%
Cc1cc(C)c(Cn2c(C(=O)O)c(C=O)c3ccccc32)c(C)c1	-3	13%	-12%	3%	-1%	-4%	?	-0.6%	9%	?
COC(=O)C1=C(C)N(Cc2ccco2)C(=O)/C1=C\c1ccc(N(C)C)cc1	-6	-10%	10%	3%	-2%	-7%[46.1 µM]	?	-0.7%	13%	?
CCC(CC)N1CCN(Cc2nc3ccccc3c(=O)n2-c2ccc(F)cc2)CC1	-5	-16%	-12%	-35%	/	-5%	3%	-1.0%	-2%	-4%

Three entries already listed, ordered by count of non-hydrogen atoms, highest first:
SMILES	TRPV1 agonist	ELG1 DNA repair	BRCA1 expr up	Integrin act MD	p53 reactivation	TCR act	CXXC DNA block	B2AR arrestin	A-T KAP1 phos	TSG101-PTAP inh
O=C(CN1C(=O)CN=C(c2ccccc2)c2ccccc21)NCc1ccco1	-8	?	-1%	-18%	13%	-2%	-11%	-0.1%	/	-2%
COc1ccc(F)cc1C(=O)C1CCCN(Cc2ccc(O)cc2)C1 (stereo unspecified)	6	2%	4%	-29%	?	/	-4%	4.8%	-1%	-1%
CCC1(CC)C(=O)NC(=O)N(c2ccccc2)C1=O	/	/	-5%	-13%	/	-1%	/	/	/	-6%

The list continues.
SMILES	TRPV1 agonist	ELG1 DNA repair	BRCA1 expr up	Integrin act MD	p53 reactivation	TCR act	CXXC DNA block	B2AR arrestin	A-T KAP1 phos	TSG101-PTAP inh
CCc1ccc(NC(=O)CN2CC(c3ccccc3)CC2=O)cc1 (stereo unspecified)	18	-29%	0%	0%	-7%	4%	-1%	-0.5%	4%	-2%
FC(F)=C(F)CCSc1ncn[nH]1	2	5%	13%	-18%	-2%	4%	-2%	0.1%	0%	-1%
CCc1ccc(-n2c(O)c(C(C)=O)c(=O)[nH]c2=O)cc1 (tested in a mixture with another compound)	1	4%	-28%	-21%	6%	2%	-7%	0.6%	1%	-5%
CSc1cc(-c2ccccc2)n(Cc2c(Cl)cccc2Cl)c(=O)c1C#N	-1	?	-65%	-6%	-4%	-2%	16%	-0.9%	-3%	0%
CC(=O)C1C2c3ccccc3OC1(C)N=c1s/c(=C/c3cnn(C)c3)c(=O)n12 (stereo unspecified)	2	-15%	-17%	-27%	-25%	-63%	-7%	0.2%	0%	-8%
Oc1cc2c(cc1CN1CCN(c3ccccc3)CC1)CCC2	6	?	-45%	-19%	12%	/	3%	0.1%	9%	-5%
CC(=NCCCN1CCCCC1)c1c(O)n(Cc2ccccc2)c(=O)[nH]c1=O	4	-17%	0%	18%	-13%	-4%	3%	-0.2%	5%	-4%
COc1ccc(-c2cc(=NCC(=O)O)c3ccccc3o2)cc1	13	?	69%	-31%	11%	-1%	?	-0.8%	-10%	-3%
COc1ccc(N=C(C)c2c(O)n(C3CCCCC3)c(=O)[nH]c2=O)c(OC)c1	0	7%	0%	-24%	-8%	-6%	12%	-0.5%	6%	1%
C[C@]12CC[C@@H](O)CC1=CC(=O)C1C2CC[C@]2(C)C(=O)CCC12 (stereo partly specified)	/	-12%	-6%	-30%	5%	-4%	/	-0.3%	-3%	-5%
COC1/C=C/C=C(\C)Cc2cc(O)c(Cl)c(c2)N(C)C(=O)CC(OC(=O)C(C)C)C2(C)OC2C(C)C2CC1(O)NC(=O)O2 (stereo unspecified)	/	/	/	0%	/	0%	/	/	/	1%
CC(C)CCC1(CCc2ccncc2)C(=O)NC(=O)NC1=O	0	-2%	-18%	22%	2%	-1%[46.1 µM]	11%	-0.4%	/	0%
COc1cccc(OC)c1C(=O)NC(=S)N1C[C@H]2C[C@H](C1)c1cccc(=O)n1C2	1	18%	3%	3%	/	-2%	1%	-1.1%	-7%	-1%
Cn1c(O)c(C=NCCN2CCOCC2)c(=O)n(C)c1=S	-4	17%	-33%	?	4%	-5%	-5%	-0.5%	4%	-9%
COC(=O)C1=C(c2cccc(OCc3ccccc3)c2)C[C@@H]2CC[C@H]1N2C(=O)NCc1ccc(OC)c(OC)c1	?	?	-38%	4%	-2%	8%	/	3.7%	-16%	0%
CCN(CC)CCOC(=O)c1cc2cc(COC)ccc2o1	1	12%	-1%	2%	5%	6%	-6%	0.2%	0%	-2%
O=[N+]([O-])c1ccc(C2C3C(c4ccccc4)=NC4(CCCCC4)N32)cc1 (stereo unspecified)	/	-6%	-32%	2%	1%	/	-3%	0.3%	7%	-9%
C[C@]12CCC3C(CC[C@H]4C[C@H](O)CC[C@]34C)C1C[C@@H](O)[C@@H]2O (stereo partly specified)	/	0%	0%	-28%	0%	11%	/	-0.3%	-2%	-1%
COc1ccc(OC)c(N2C(=O)NC(=O)/C(=C/c3ccc([N+](=O)[O-])s3)C2=O)c1	-1	-6%	1%	-25%	-1%	6%	-1%	-0.2%	1%	-2%
CCCCCCN=C(C)c1c(O)n(CCCC)c(=O)[nH]c1=O	24	?	-20%	0%	-2%	10%	4%	-1.0%	-2%	-3%
O=c1[nH]c(CN2CC=C(c3ccccc3)CC2)nc2cc(C(F)(F)F)ccc12	0	1%	-38%	-16%	-6%	-4%	-11%	0.1%	/	3%
CCCCn1c(C)c(C(=O)OCC)c2c(CN3CCOCC3)c(O)ccc21	17	?	-30%	0%	-5%	-1%	-2%	0.1%	6%	-3%
